AmpC inh detg: qHTS Inhibitors of AmpC Beta-Lactamase (assay with detergent) | P00811 | AmpC hydrolysis of nitrocefin, absorbance 480 nm, 0.01% Triton | Potency, µM (top dose mostly 114 µM), for inactives: at the top dose activity change, negative = inhibition, hits mostly inhibitors | actives 0.041% (n = 370,000);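 note: potency is the fitted concentration of half-maximal effect; 0% = no-compound wells and -100% = no-enzyme wells; nearly all actives have a fitted effect of over 25% in size; some results filed as inactive show a strong effect at the top dose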
Target sequence (P00811 whole entry, looked up): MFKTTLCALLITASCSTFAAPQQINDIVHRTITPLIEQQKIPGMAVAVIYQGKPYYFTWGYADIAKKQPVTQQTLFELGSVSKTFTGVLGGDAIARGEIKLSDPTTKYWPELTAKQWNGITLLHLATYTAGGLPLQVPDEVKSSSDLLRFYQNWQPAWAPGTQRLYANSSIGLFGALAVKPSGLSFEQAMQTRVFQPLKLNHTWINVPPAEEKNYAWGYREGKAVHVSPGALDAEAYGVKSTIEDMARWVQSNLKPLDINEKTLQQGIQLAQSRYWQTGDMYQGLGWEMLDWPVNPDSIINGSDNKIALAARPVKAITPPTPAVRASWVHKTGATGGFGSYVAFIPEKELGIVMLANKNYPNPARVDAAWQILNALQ
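AmpC (5.3 nM in the dispensed reagent) in 20 mM phosphate pH 7.0 with 0.01% (detergent screen) or 0.0001% Triton X-100 was preincubated with compounds for 15 min at room temperature. Nitrocefin was then added from an 800 uM solution, and hydrolysis was followed at 480 nm.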
Sm TGR inh: qHTS Assay for the Inhibitors of Schistosoma Mansoni Peroxiredoxins. Schistosoma mansoni thioredoxin glutathione reductase (TGR), Q962Y6. purified TGR, DTNB reduction, TNB absorbance 405 nm. Potency, µM (highest dose often 114 µM), for inactives: top-dose activity change, negative = inhibition, most hits filed as inhibitors. actives 3% (n = 360,000). AID 485364, 2010; note: potency is the fitted concentration of half-maximal effect; nearly all actives have a fitted effect of over 60% in size
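First, TGR (20 nM dispensed) and NADPH were mixed with compound. Second, a 15 min room-temperature incubation followed. Third, further NADPH and then DTNB were added to start the reaction. Finally, TNB absorbance was monitored kinetically.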
AMA1 RON2 block: qHTS for Inhibitors of AMA1-RON; Towards Development of Antimalarial Drug Lead: Primary Screen | Potency, µM (titrated, usually from 58.2 µM), for the others: top-dose activity change, negative = inhibition, usual class: inhibitors | AlphaScreen AMA1-biotinylated RON2 peptide binding | Plasmodium falciparum AMA1 (3D7) - RON2 peptide interaction | actives 0.2% (n = 360,000);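 note: potency is the fitted concentration of half-maximal effect; 0% = vehicle wells and -100% = peptide control; nearly all actives have a fitted effect of over 45% in size; some results filed as inactive show a strong effect at the top dose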
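AMA1 (3D7) with his tag at 25 nM final met compounds first, then biotinylated RON2 peptide at 25 nM; detection used donor plus acceptor beads, 10 µg/mL apiece, read by AlphaScreen after 30 min at room temperature.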
HCMV inh: qHTS Assay for inhibitors of the human cytomegalovirus (HCMV). HFF cells, HCMV-luciferase reporter, 72 h; hits give low values. activity change, negative = inhibition, % at 57.5 µM. actives 4.5% (n = 410,000). AID 1259415, 2018; in the data active = activity change below about -60%; inconclusive = no clear call, values can overlap the other calls; inactive = above about -39%
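Screen run at 2 compound doses on HFFs infected with reporter HCMV, MOI 1 PFU/cell. Luciferase activity from cell lysates at 72 h post infection gave inhibition relative to buffer-only and Salinomycin wells.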
Giardia FBPA inh: qHTS Assay for Inhibitors of Fructose-1,6-bisphosphate Aldolase from Giardia Lamblia. A8B2U2. purified Giardia FBPA. Potency, µM (highest dose often 59.6 µM), for inactives: top-dose activity, negative = inhibition, actives largely listed as inhibitors. actives 0.71% (n = 290,000). AID 2451, 2010; note: potency is the fitted concentration of half-maximal effect; nearly all actives have a fitted effect of over 55% in size
Target sequence (A8B2U2 whole entry, looked up): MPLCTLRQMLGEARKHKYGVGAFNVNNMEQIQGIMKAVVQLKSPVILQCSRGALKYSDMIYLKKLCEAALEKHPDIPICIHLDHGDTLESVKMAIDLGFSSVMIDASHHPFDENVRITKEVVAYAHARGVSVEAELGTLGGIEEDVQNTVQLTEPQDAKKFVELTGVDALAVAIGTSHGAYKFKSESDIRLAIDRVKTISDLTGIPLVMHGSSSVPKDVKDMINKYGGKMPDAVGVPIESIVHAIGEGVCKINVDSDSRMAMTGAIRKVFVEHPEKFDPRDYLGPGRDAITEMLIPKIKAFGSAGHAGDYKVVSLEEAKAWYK
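Giardia FBPA (40 nM reagent) was preincubated 10 min at RT with compound (up to 57.5 uM final), then substrate plus GAPDH/TPI/NAD/arsenate coupling system with diaphorase/resazurin was added; resorufin fluorescence (525/598 nm) was read after 20 min.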
HCV inhibitor: qHTS Assay for Inhibitors of Hepatitis C Virus (HCV); Huh7.5.1 HCVcc-Cre infection, luciferase reporter, 44 h; Potency, µM (series often up to 41.8 µM), without a hit: at the highest dose activity change, negative = inhibition, hits mostly inhibitors; actives 3.4% (n = 340,000); note: potency is the fitted concentration of half-maximal effect
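After 44 h co-culture of compound, cells and HCVcc-Cre (~0.5 moi), substrate is added for 15 min at room temperature and luciferase measured over 15 sec. Cells were seeded at 1,000/well and pre-cultured 4 h.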
* marks the source's active call; other numbers are inactive results; u = inconclusive; x = not tested or not shown; & = joins results of further samples; [ ] = remark or other dose. Unless noted, calls come from the whole dose curve; as a rule, active = well fitted curve in the direction sought with a large enough effect; inconclusive = small, poorly fitted or top-dose-only effect, or another doubt; inactive = no such curve, though single readings can be large; an effect the other way counts as inactive or inconclusive. Unless noted, % is set by controls: 0 for no effect and ±100 for the full control effect. Random draw from the library, and some 9.3% of all compounds hit somewhere here.

entry	structure	AmpC inh detg	Sm TGR inh	AMA1 RON2 block
1	CCOc1ccc(S(=O)(=O)NCCC(=O)NCC(c2ccco2)N2CCCCC2)cc1 (stereo unspecified)	-2%	-2%	-5%
2	CCc1nnc(NC(=O)/C=C/c2ccc(C)o2)s1	-11%	39%[activator]	7%
3	CC1CCN(C(=O)CNS(=O)(=O)c2ccc(Br)s2)CC1	10%	2%	0%
4	CC(=O)Oc1ccc2c(c1)OC(c1ccccc1)CC21CC(C)(C)NC(=O)N1 (stereo unspecified)	-9%	-2%	-2%
5	COc1ccc(Nc2nc(N)c(C(=O)c3ccc(F)cc3)s2)cc1	2%	-24%	-1%
6	CCc1cccc2c(C(=O)COC(=O)c3ccc(O)cc3)c[nH]c12	-11%	-10%	17%
7	COC(=O)CCC(=O)OC1(C)C(=O)C2=COC(c3ccc(OC)cc3)=CC2=C(Br)C1=O (stereo unspecified)	-1%	7.9µM*	u
8	O=C(Cc1ccccc1[N+](=O)[O-])Nc1ccc2c(c1)OCO2	1%	x	5%
9	CCN(C(=O)Cn1cc(C(F)(F)F)ccc1=O)c1c(N)n(Cc2ccccc2)c(=O)[nH]c1=O	-10%	-5%	-14%
10	Cc1occc1C(=O)N1CCCC(Nc2ccc(F)cc2)C1 (stereo unspecified)	u	-12%	-7%
11	Cc1c(CCC(=O)O)c(=O)oc2cc3oc4c(c3cc12)CCCC4	10%	0%	11%
12	OC1CCCCC1	0%	-14%	4%

entry	HCMV inh	Giardia FBPA inh	HCV inhibitor
1	-10	x	-1%
2	53	2%	20%
3	17	2%	-1%
4	-26	4%	11%
5	18	7%	-27%
6	5	3%	u
7	x	u	14%
8	-24	-9%	0%
9	u	-7%	0%
10	23	-7%	6%
11	u	2%	17%
12	1	x	-9%

(more compounds)
entry	structure	AmpC inh detg	Sm TGR inh	AMA1 RON2 block
13	CCOc1ccc(-n2cc(C(=O)N3CCN(C)CC3)c3cc(OC)c(OC)cc3c2=O)cc1	u	-3%	-4%
14	S=C(NCCCn1ccnc1)NC1CCCCC1	3%	-12%	-7%
15	COc1ccc(C2CC(=O)c3cc(-c4nc(-c5ccc(Cl)cc5)cs4)c(=O)[nH]c3C2)cc1 (stereo unspecified)	23%	-35%	x
16	S=C(NCc1ccccc1)C(=S)NCc1ccccc1	x	x	-9%
17	Cc1ccccc1-c1noc(-c2ccc(Cl)cc2)n1	-1%	10%	-2%
18	Cc1cc2nc(C3CCN(CC4COc5ccccc5O4)CC3)[nH]c2cc1C (stereo unspecified)	2%	1%	-13%
19	O=C(Nc1cccc([N+](=O)[O-])c1)c1ccc(-c2ccccc2)cc1	u	-1%	-6%
20	CCOC(=O)c1c(C)[nH]c(C(=O)COC(=O)c2oc3ccccc3c2C)c1C	2%	0%	-15%
21	Cc1ccc(S(=O)(=O)C2(C(=O)NCc3ccc4c(c3)OCO4)CC2)cc1	u	2%	6%
22	Cc1cccc(NC(=S)NC2CCCCC2)n1	5%	-6%	-8%
23	O=C(CN1C(=O)c2ccc([N+](=O)[O-])cc2C1=O)Nc1cc(S(=O)(=O)N2CCOCC2)ccc1Cl	-1%	-29%	59%[activator]
24	Cc1cc(C(=O)NCC(c2ccco2)N2CCCC2)c2ccccc2n1 (stereo unspecified)	2%	-23%	0%

entry	HCMV inh	Giardia FBPA inh	HCV inhibitor
13	-22	1%	-10%
14	u	4%	17%
15	8	x	x
16	-18	x	-7%
17	119	0%	7%
18	-14	0%	u
19	7	0%	3%
20	-19	3%	-13%
21	-9	1%	-2%
22	u	-4%	-17%
23	-36	x	16%
24	-25	x	0%

Going on with the list.
entry	structure	AmpC inh detg	Sm TGR inh	AMA1 RON2 block
25	CN(CC(=O)Nc1ccc([N+](=O)[O-])cc1Br)Cc1c(F)cccc1Cl	9%	17%	-14%
26	OCCN(Cc1cccnc1)Cc1ccccn1	x	x	14µM*
27	O=C(CSCc1ccc(Br)cc1)NC1CC1	1%	x	5%
28	COc1cccc(CCNC(=O)CCc2nnc(-c3cc(C)oc3C)o2)c1	2%	u	75%[activator]
29	Nc1cc(-c2ccc(OC(F)(F)F)cc2)nn1-c1ccc(Cl)c(Cl)c1	12%	21%	u
30	CC[N+](C)(CC)CCCCOc1ccc2c(c1)C(=O)c1cc(OCCCC[N+](C)(CC)CC)ccc1-2	-8%	5.6µM*	-7%
31	NS(=O)(=O)c1ccc(Sc2ccccn2)c([N+](=O)[O-])c1	-1%	2%	-15%
32	COc1ccc(S(=O)(=O)n2nc(OC(C)=O)cc2N(C(C)=O)C(C)=O)cc1	0%	22µM*	-3%
33	Cc1ccc(NC(=O)NCCCN2CCCC2=O)cc1C	-2%	1%	5%
34	COc1cccc(C(=O)NCCS(=O)(=O)N2CCC(C)CC2)c1	-8%	0%	13%
35	Cc1ccccc1S(=O)(=O)N1C[C@H]2CON(C)[C@H]2C[C@H]1c1cccc(-c2ccccc2)c1	x	x	-28%
36	CC(=O)NCc1ccc(C(=O)CN2C(=O)NC3(CCCCC3C)C2=O)s1 (stereo unspecified)	0%	-4%	-5%

entry	HCMV inh	Giardia FBPA inh	HCV inhibitor
25	-22	-7%	14µM*
26	4	x	-22%
27	31	0%	-7%
28	-15	-12%	8%
29	-66*	-6%	-1%
30	-6	-18%	u
31	23	1%	12%
32	14	13%	5%
33	29	6%	-4%
34	-16	x	32%[activator]
35	-21	x	-11%[8.37 µM]
36	10	x	4%

Other compounds follow:
entry	structure	AmpC inh detg	Sm TGR inh	AMA1 RON2 block
37	O=C(O)Cc1sc(Nc2ccccc2Cl)nc1-c1ccccc1	-5%	-7%	x
38	Cc1ccc(S(=O)(=O)NC(CC(C)C)C(=O)N2CCOCCOCCOCC2)cc1 (stereo unspecified)	3%	-12%	-1%
39	CN1CCc2c(n(CC(O)CN3C(=O)c4ccccc4S3(=O)=O)c3ccccc23)C1=O (stereo unspecified)	-14%	-13%	1%
40	CC(NC(=O)c1ccccc1)C(=O)Nc1ccccc1 (stereo unspecified)	x	x	3%
41	CS(=O)(=O)N1CCC(C(=O)O)CC1	-6%	-1%	6%
42	Cc1noc(C)c1COC(=O)c1cccc(N(C)C)c1	-6%	1%	-22%
43	O=C(CNC(=O)c1ccc(Br)o1)NCC1CCCCC1	-9%	-7%	7%
44	COc1ccccc1N1CCN(c2ccc3ccccc3n2)CC1	0%	0%	-7%
45	C[C@@H]1COC(=O)[C@@H](Cc2ccc(F)cc2)C/C=C\C[C@@H](CC(=O)N(CCO)Cc2ccccc2)C(=O)N1	x	x	2%
46	CCOC(=O)N1CCN(C(=O)CSCc2ccc(Br)cc2)CC1	4%	14%	1%
47	COC(=O)c1nc2nc(C)cc(=O)n2[nH]1	1%	9%	4%
48	CC(=O)OC1CCC2(/C=N/O)C(=CCC3C4CCC(=O)C4(C)CCC32)C1 (stereo unspecified)	-15%	0%	-1%

entry	HCMV inh	Giardia FBPA inh	HCV inhibitor
37	-61*	x	x
38	34	5%	-4%
39	-34	-14%	1%&-21%
40	-2	x	22%
41	9	4%	2%
42	-8	12%	u
43	35	x	1%
44	77	x	u
45	-6	x	u
46	19	-10%	7%
47	30	-24%	14%
48	-12	2%	0%

Next part.
entry	structure	AmpC inh detg	Sm TGR inh	AMA1 RON2 block
49	COc1ccc(NC(=S)Nc2cc(C)cc(C)n2)cc1OC	-1%	-16%	0%
50	COc1ccc(N2CCN(S(=O)(=O)CCNC(=O)COc3ccccc3)CC2)cc1	-14%	0%	7%
51	CCCC(=O)OC/C(O)=C(\C#N)c1nc2ccccc2[nH]1	1%	-6%	70%[activator]
52	CN(CC(=O)NC(=O)NCc1ccccc1)CC(=O)Nc1ccc(Cl)c(C(F)(F)F)c1	-8%	-6%	76%[activator]
53	Cc1ccc(N2C(=O)C(Cl)=C(N3CCOCC3)C2=O)c(C)c1	1%	0%	0%
54	CC1(c2ccc(Cl)cc2)NC(=O)N(CC(=O)N2CCCC2)C1=O (stereo unspecified)	-11%	-5%	-7%
55	CCOc1ccc(-c2c[n+]3c(n2-c2ccccc2)CCCCC3)cc1	1%	0%	10%
56	O=C(NCc1ccc(F)cc1)c1cccc2c1C(=O)c1ccc(N3CCOCC3)cc1S2(=O)=O	-9%	-19%	13%
57	Cc1onc(-c2ccccc2Cl)c1C(=O)NC1CCS(=O)(=O)C1 (stereo unspecified)	u	3%	-1%
58	COc1ccc(OC)c(S(=O)(=O)Nc2c(C)n(C)n(-c3ccccc3)c2=O)c1	u	-16%	9%
59	COc1cc(CNCc2ccccc2)ccc1OCC(O)c1ccccc1 (stereo unspecified)	-8%	-20%	3%
60	NC(=O)Cn1c(-c2nonc2N)nc2ccccc21	6%	3%	8%

entry	HCMV inh	Giardia FBPA inh	HCV inhibitor
49	0	-12%	u
50	-29	x	-12%
51	-73*	u	25%
52	5	x	u
53	-1	9%	0%
54	-11	4%	16µM*
55	-98*	-1%	u
56	9	x	u
57	-6	8%	14%
58	10	3%	3%
59	15	u	2%
60	123	-4%	0%

Looked up one by one from the entries so far:
entry	structure	AmpC inh detg	Sm TGR inh	AMA1 RON2 block
58	COc1ccc(OC)c(S(=O)(=O)Nc2c(C)n(C)n(-c3ccccc3)c2=O)c1	u	-16%	9%
56	O=C(NCc1ccc(F)cc1)c1cccc2c1C(=O)c1ccc(N3CCOCC3)cc1S2(=O)=O	-9%	-19%	13%

entry	HCMV inh	Giardia FBPA inh	HCV inhibitor
58	10	3%	3%
56	9	x	u

Another view of some results above.
56	O=C(NCc1ccc(F)cc1)c1cccc2c1C(=O)c1ccc(N3CCOCC3)cc1S2(=O)=O
54	CC1(c2ccc(Cl)cc2)NC(=O)N(CC(=O)N2CCCC2)C1=O (stereo unspecified)
60	NC(=O)Cn1c(-c2nonc2N)nc2ccccc21
59	COc1cc(CNCc2ccccc2)ccc1OCC(O)c1ccccc1 (stereo unspecified)

entry no.	56	54	60	59
AmpC inh detg	-9%	-11%	6%	-8%
Sm TGR inh	-19%	-5%	3%	-20%
AMA1 RON2 block	13%	-7%	8%	3%
HCMV inh	9	-11	123	15
Giardia FBPA inh	x	4%	-4%	u
HCV inhibitor	u	16µM*	0%	2%

Source: PubChem BioAssay (National Center for Advancing Translational Sciences (NCATS))
